MBNL1-CUG inh = inhibitors of human MBNL1 binding to CUG repeat RNA | Potency, µM (doses to about 57.5 µM), inactives show at the top dose activity change, negative = inhibition, hits mostly inhibitors | AID 2675 | 280,000 tested, 0.036% active | TR-FRET MBNL1-His/biotin-(CUG)12 binding, 665/545 ratio | Q9NR56; active = well fitted inhibition curve with a large enough effect in the signal ratio, with a control signal flat, not every such curve was filed as active; inconclusive = small, poorly fitted or top-dose-only effect, or effect the other way, or a change in a side signal; inactive = no such curve, though single readings can be large or run the other way; the % refers to the signal ratio; note: potency is the fitted concentration of half-maximal effect; % is set by controls: 0 for no effect and ±100 for the full control effect
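Compound titration spanned 92 nM–58 uM against the MBNL1-His/biotin-(CUG)12 complex. After 60 min at room temperature with 5 nM streptavidin-XL665 and 0.055 ng/ul terbium anti-His, ratiometric 665/545 nm emission (Ex 340 nm) normalized to controls.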
BCR signal inh = inhibitors of chronic active B-cell receptor signaling; Potency, µM (highest dose often 46.1 µM), for inactives: top-dose ratio change, negative = lower green/red ratio, most hits filed as inhibitors; 340,000 tested, 0.05% active; ABC-DLBCL IkBa-CBG/CBR reporter, luminescence ratio, 4 h; active = well fitted inhibition curve with a large enough effect in the signal ratio, with a control signal flat, not every such curve was filed as active; inconclusive = small, poorly fitted or top-dose-only effect, or effect the other way, or a change in a side signal; the % refers to the signal ratio;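 note: potency is the fitted concentration of half-maximal effect; plate controls were basal doxycycline-induced cells for no effect and cells given 10 µM MG132 for full effect; MG132 reads +100%, hits lower the ratio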
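Concentration-response series (up to 46 uM) were applied to TMD8 dual-reporter cells for 4 h at 37C with doxycycline. Green/red ratio, after filter-overlap correction, defined %Activity; red signal alone was normalised to basal cells and zero luminescence.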
USP2a block = blocks human ubiquitin-specific protease USP2a; O75604; USP2 core, Ub-CHOP2 coupled fluorogenic reporter, 485/531; Potency, µM (doses to about 38.3 µM), for inactives: top-dose activity change, negative = inhibition, usual class: inhibitors; 330,000 tested, 0.01% active;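 note: potency is the fitted concentration of half-maximal effect; plate controls were DMSO wells for no effect and full inhibition by NEM control for full effect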
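Cell-free coupled assay: 10nM USP2 core preincubated 30min RT with compound in Tris-HCl pH 8.0/CaCl2/CHAPS buffer, then 25nM Ub-CHOP2 and 25nM reporter substrate; fluorescence (Ex 485/Em 531) read after 60min RT, normalized to NEM inhibition, concentration-response curves fitted.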
TSHR antagonist = human thyrotropin receptor antagonism; TSHR-expressing cells, TSH-stimulated cAMP HTRF, 2 h; hits give low values; activity change, negative = inhibition, % at 11.5 µM; 330,000 tested, 0.2% active;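 active = activity change below a set negative limit, meaning inhibition stronger than a set level, cut at about -70% in these data; inconclusive = activity change between two set negative limits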; note: % is set by controls: 0 for no effect and ±100 for the full control effect
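TSHR-expressing cells, 200/well, pre-treated with compound, then stimulated with EC80 TSH (4nM final) for 2 hours at 37 deg C. cAMP measured by competitive HTRF: anti-cAMP cryptate antibody in lysis buffer plus cAMP-d2, read after 30 minutes at room temperature.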
GALK inhibitor = galactokinase (human) inhibition; 270,000 tested, 0.007% active; Potency, µM (doses to about 57.5 µM), without a hit: at the top dose activity change, negative = inhibition, actives largely listed as inhibitors; Purified GALK, Kinase-Glo residual ATP luminescence; P51570; note: potency is the fitted concentration of half-maximal effect; % is set by controls: 0 for no effect and ±100 for the full control effect
Target sequence (P51570 whole entry, looked up): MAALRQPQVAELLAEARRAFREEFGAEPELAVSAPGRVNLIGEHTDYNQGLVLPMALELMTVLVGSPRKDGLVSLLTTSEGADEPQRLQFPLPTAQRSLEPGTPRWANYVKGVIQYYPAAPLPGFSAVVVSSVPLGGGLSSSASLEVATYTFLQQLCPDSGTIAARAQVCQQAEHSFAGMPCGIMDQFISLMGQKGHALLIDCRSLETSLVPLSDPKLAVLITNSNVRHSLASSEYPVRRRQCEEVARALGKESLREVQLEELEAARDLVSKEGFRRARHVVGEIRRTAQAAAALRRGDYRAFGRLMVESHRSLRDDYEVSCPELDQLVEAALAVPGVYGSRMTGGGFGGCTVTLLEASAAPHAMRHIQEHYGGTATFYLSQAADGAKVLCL
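Luminescence from leftover ATP (Ultra-Glo luciferase/luciferin) served as read-out after a 1 h room-temperature reaction of 5 nM GALK with 35 uM ATP and 100 uM galactose.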
KCNH2 WT inh = KCNH2 (human, wildtype) channel inhibition | U2OS, BacMam KCNH2, thallium flux FluxOr; hits give low values | activity change, % at 1.84 µM | 340,000 tested, 0.37% active;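 active = maximum activity change below -70%; inconclusive = maximum activity change between -70% and -50%; inactive = maximum activity change above -50%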; note: % is set by controls: 0 for no effect and ±100 for the full control effect
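U2OS cells were transduced with wild-type KCNH2 virus (2.03 x 10^8 / mL) for 4 h at room temperature, then cultured overnight at 37 C. Thallium flux was read with FluxOr dye. Rate constants were normalized to DMSO controls.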
Mito fusion act = mitochondrial division inhibition or fusion activation. 320,000 tested, 0.23% active. S. cerevisiae fusion-defective mutant growth rescue, CellTiterGlo 48 h. Potency, µM (highest dose often 46.1 µM), without a hit: at the top dose growth rescue (activation), most hits filed as activators. AID 485298;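 note: potency is the fitted concentration of half-maximal effect; % of control where 0% means no effect; nearly all actives have a fitted effect of over 45% in size; temperature-sensitive fusion mutants such as fzo1-1 at 37 °C on non-fermentable ethanol glycerol medium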
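Compounds are tested for their ability to restore growth of mitochondrial fusion-defective yeast strains at non-permissive 37C in YPEG medium over 48 hours. Viability is quantified by luciferase luminescence.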
ASM inhibitor = human S-ASM enzyme inhibition; placental ASM, HMU-PC fluorogenic substrate, 60 min; 340,000 tested, 0.006% active; P17405; AID 504937; Potency, µM (top dose mostly 57.5 µM), for the others: at the top dose activity change, negative = inhibition, most hits filed as inhibitors; note: potency is the fitted concentration of half-maximal effect
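Steps: dispense placental human ASM, pin compound, wait 10 min at room temperature, add HMU-PC0 substrate at 9 uM final, incubate 60 min at 37 °C, add stop solution raising pH to 10, read fluorescence.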
PKM2 activator = PKM2 (human) enzyme activation; P14618; purified PKM2, Kinase-Glo ATP luminescence, activation; response scale: 0% is enzyme alone, no compound; Potency, µM (series often up to 57.5 µM), without a hit: at the top dose activation, usual class: activators; 260,000 tested, 0.34% active; note: potency is the fitted concentration of half-maximal effect; % is set by controls: 0 for no effect and ±100 for the full control effect; nearly all actives have a fitted effect of over 55% in size
Target sequence (P14618 whole entry, looked up): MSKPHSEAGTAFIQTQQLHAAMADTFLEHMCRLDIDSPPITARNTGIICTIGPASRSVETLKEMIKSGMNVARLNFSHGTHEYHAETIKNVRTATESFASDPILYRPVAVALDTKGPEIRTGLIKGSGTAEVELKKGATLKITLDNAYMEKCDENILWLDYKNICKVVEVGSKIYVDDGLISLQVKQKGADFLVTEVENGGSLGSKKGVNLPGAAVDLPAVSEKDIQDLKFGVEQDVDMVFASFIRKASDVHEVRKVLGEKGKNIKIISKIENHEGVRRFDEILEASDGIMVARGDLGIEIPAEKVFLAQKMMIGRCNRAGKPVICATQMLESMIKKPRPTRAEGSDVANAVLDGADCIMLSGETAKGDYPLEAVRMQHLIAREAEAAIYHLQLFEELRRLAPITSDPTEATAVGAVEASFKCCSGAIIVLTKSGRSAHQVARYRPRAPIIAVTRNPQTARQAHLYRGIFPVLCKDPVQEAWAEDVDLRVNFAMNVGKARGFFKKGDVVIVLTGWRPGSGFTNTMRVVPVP
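hPK-M2, >95% pure; 0.1 mM ADP / 0.5 mM PEP final; imidazole pH7.2 buffer w/ 7 mM MgCl2, 50 mM KCl; 1 h RT; Kinase-Glo lum. Intermediate enzyme activity for dual inhibitor/activator qHTS.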
Menin-MLL TR inh = displaces Texas Red mutant MLL peptide from human menin | Menin + Texas Red MLL mutant peptide, fluorescence polarization | Potency, µM (doses to about 61.6 µM), for the others: at the highest dose FP activity change, negative = inhibition, usual class: inhibitors | 270,000 tested, 0.23% active; active = well fitted inhibition curve with a large enough effect in the polarisation, with a control signal flat, not every such curve was filed as active; inconclusive = small, poorly fitted or top-dose-only effect, or effect the other way, or a change in a side signal; inactive = no such curve, though single readings can be large or run the other way; the % refers to the polarisation; note: potency is the fitted concentration of half-maximal effect; % of control where 0% means no effect; many of its hits are not listed in these tables
Eya2 inh = Eya2 (human) phosphatase inhibition. AID 488837. recombinant Eya2, OMFP fluorescence dephosphorylation (OMFP is methylfluorescein phosphate). Potency, µM (series often up to 76.9 µM), for inactives: at the top dose activity, negative = inhibition, actives largely listed as inhibitors. 330,000 tested, 0.006% active; note: potency is the fitted concentration of half-maximal effect; % is set by controls: 0 for no effect and ±100 for the full control effect
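Eya2 (0.2 uM) preincubated 10 min at ambient with compound, then OMFP substrate added at 50 uM; 10 min reaction in 50 mM HEPES pH 7.5, 50 mM NaCl, 5 uM MgCl2, 0.05% BSA, 1 mM DTT. Fluorescence read at Ex 485/Em 525 nm.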
The depositor's hits bear a star; ? = inconclusive; . = no result given; [ ] = another dose, or the depositor's remark. Unless noted, calls come from the whole dose curve; as a rule, active = well fitted curve in the direction sought with a large enough effect; inconclusive = small, poorly fitted or top-dose-only effect, or another doubt; inactive = no such curve, though single readings can be large; an effect the other way counts as inactive or inconclusive. Only part of the results is shown; rates above refer to the full screens.

SMILES	MBNL1-CUG inh	BCR signal inh	USP2a block	TSHR antagonist	GALK inhibitor	KCNH2 WT inh	Mito fusion act	ASM inhibitor	PKM2 activator	Menin-MLL TR inh	Eya2 inh
O=c1[nH]cccc1-c1nc2ccccc2n1Cc1cccc(Cl)c1	7.4%	?	-4.1%	5.9	-1.1%	-5.1	-3.3%	38.0%[activator]	.	-4.4%	-11.3%
CN1CCCN(CC(O)COCc2cccs2)CC1 (configuration not stated)	-8.5%	6.2%	1.9%	2.0	-0.3%	-6.4	-2.0%	-1.9%	5.0%	2.0%	5.6%
CCN1CCN(C(=O)CCc2ccc(S(=O)(=O)NCCc3ccccc3)cc2)CC1	6.1%	11.3%	-0.2%	8.6	-0.2%	-3.0	-9.3%	2.0%	-1.0%	-16.2%	4.1%
O=C(CSc1nnc2c(n1)[nH]c1ccccc12)NC1CCCCC1	-0.9%	?	2.7%	-24.0	-2.2%	2.8	4.3%	0.3%	.	?	-0.3%
CCOC(=O)c1cc2c(C)n(-c3ccc(N(C)C)cc3)c(C)c2cc(C(=O)OCC)c1=O	8.5%	-0.2%	-0.6%	-2.4	0.7%	-3.1	-2.6%	-0.1%	-0.9%	?	3.5%
COc1ccc(-n2c(C)cc(C3=NNC(=NC4CC4)SC3)c2C)cc1	-4.4%	0.8%	-7.8%	9.5	3.4%	-1.3	-4.3%	1.2%	6.3%	9.2%	-7.5%
Cc1c(C(=O)Nc2ccc3c(c2)OCCO3)cnn1C	0.5%	-6.7%	3.7%	-1.9	0.2%	-1.0	-2.2%	-2.0%	-3.1%	-1.5%	?
Cc1ccc(NC(=S)NNC(=O)c2ccccc2O)c(C)c1	-8.4%	?	0.3%	-28.1	0.1%	?	15.2%	1.0%	-3.2%	?	-7.1%
O=c1c2ccccc2c(-c2ccccc2)nn1-c1cc(Cl)ccc1[N+](=O)[O-]	10.3%	-4.0%	-5.5%	-1.7	2.2%	-6.6	-5.0%	-3.7%	-1.9%	12.6%	5.2%
COc1ccc(Cl)cc1NC(=O)CN(C)Cc1cccs1	2.9%	?	-4.1%	-3.8	6.1%	-5.3	?	1.1%	7.0%	12.2%	4.6%
Cn1nnnc1SCC(=O)c1cccs1	5.5%	-5.1%	2.9%	8.2	-0.5%	-30.9	-5.9%	1.1%	25.0%	1.5%	16.7%
Cc1ccc(S(=O)(=O)NCC(=O)OCc2ccccc2)cc1	-5.3%	2.4%	-4.4%	-2.2	7.8%	1.9	8.3%	0.3%	-2.1%	-2.8%	-7.4%
Cc1cccc(Nc2ccccc2C(=O)OCC(=O)NCc2ccco2)c1C	10.0%	-10.9%	-1.3%	-15.6	0.9%	-9.4	4.4%	1.1%	-1.5%	-4.2%	-17.1%
CCCCCCNC(=O)CCNC(=O)c1cc(OC)c(OC)c(OC)c1	-4.9%	-3.5%	1.6%	-2.5	3.4%	1.0	-3.3%	2.1%	2.4%	-1.4%	22.0%
CC(C)N(Cc1cn(C)nc1-c1cccc(Cl)c1)CC1CCC(=O)N1 (configuration not stated)	7.1%	6.5%	-0.4%	2.0	-0.4%	3.6	0.8%	0.3%	-0.2%	-1.1%	-9.1%
CCC(C)C(NC(N)=O)C(=O)NC1CCC(C)CC1 (configuration not stated)	-3.8%	-2.4%	-2.4%	1.4	-6.0%	.	1.3%	.	-1.1%	5.7%	8.7%
COCCN(C(=O)COC(=O)/C=C/c1ccco1)c1c(N)n(Cc2ccccc2)c(=O)[nH]c1=O	?	1.4%	-0.3%	10.0	2.9%	3.2	1.6%	-1.0%	4.0%	-15.9%	-5.1%
O=C(O)Cc1ccc(NC(=O)c2ccc3c(c2)C(=O)N(CC2CCCO2)C3=O)cc1 (configuration not stated)	-7.0%	0.2%	1.3%	-2.2	-0.9%	-3.2	0.1%	0.4%	7.5%	.	9.1%
CN(C)/N=C/c1ccc(N2CCOCC2)cc1	11.3%	-1.7%	3.2%	-6.7	7.0%	-0.4	3.5%	4.8%	0.9%	8.8%	-1.1%
Cc1ccc(-c2ccc(CCC(=O)O)n2NC(=O)c2cccs2)cc1	-15.6%	5.2%	?	-9.3	3.2%	-1.0	22.2%	2.2%	-6.4%	3.5%	40.2%
Cc1ccc(NC(=O)C23CCC(C)(C(=O)[C@H]2Br)C3(C)C)cc1 (some centres not stated)	-3.1%	5.6%	2.3%	-8.3	-2.8%	-15.2	-3.4%	4.0%	-0.1%	.	2.3%
CCN1CCN(C(=O)c2ccc(Cl)c(S(=O)(=O)N3CCOCC3)c2)CC1	-0.4%	3.2%	2.9%	-0.1	0.1%	-10.0	0.5%	-0.5%	6.8%	-3.0%	-6.7%
O=C(COC(=O)c1ccc(Cl)c(S(=O)(=O)N2CCCC2)c1)NC1CCCCC1	-3.4%	-4.2%	-8.7%	16.3	8.5%	-0.5	-4.2%	5.5%	-2.4%	-21.4%	-7.9%
Cc1cc(C)n2nc(SCC(=O)N3CCc4ccccc43)nc2n1	?	2.1%	0.2%	18.1	1.0%	-3.5	35.5µM*	1.8%	10.1%	-4.5%	2.1%
CC(OC(=O)C1=COCCO1)C(=O)Nc1cccc(S(=O)(=O)N2CCOCC2)c1 (configuration not stated)	-5.4%	-11.3%	1.8%	-3.0	11.2%	-5.4	-0.1%	0.1%	0.3%	.	-1.9%
CCCCCC(=O)N1CC2(CC(c3cccc(NC(=O)CC)c3)=NO2)C[C@H]1C(N)=O (some centres not stated)	6.5%	-4.4%	4.4%	8.3	4.1%	-3.5	-11.8%	-3.7%	-6.8%	.	2.2%
COCCNC(=O)C(=O)NCC1OCCN1S(=O)(=O)c1ccc(F)cc1 (configuration not stated)	8.4%	0.3%	0.5%	-7.7	-1.8%	4.9	-0.6%	2.6%	-3.7%	.	2.1%
Cc1cc(-c2ccccc2)c2c(n1)sc1c(O)cc(=O)[nH]c12	9.5%	8.3%	1.7%	-7.9	0.9%	4.7	-1.2%	28.6%	-6.8%	.	7.9%
CSCCCN1CC[C@@H](N2CCN(c3ccccc3F)CC2)[C@H](O)C1	2.8%	-2.5%	0.3%	27.7	3.7%	11.0	-8.7%	2.2%	0.1%	-4.7%	23.5%
Cc1ccc(S(=O)(=O)NC(=O)c2cc(C)n(C3CC3)c2C)cc1	-0.5%	5.7%	2.3%	7.2	0.6%	-9.2	-5.8%	8.1%	6.0%	8.6%	5.2%
O=C1OC(OC2CCCCC2)(c2ccccc2)c2ccccc21 (configuration not stated)	-2.5%	-0.8%	0.3%	-16.3	2.5%	-16.0	1.1%	-2.9%	-3.1%	-3.5%	11.3%
COc1ccc(OC)c(/C=C/C(=O)OCC(=O)c2c(N)n(C)c(=O)n(C)c2=O)c1	-0.8%	2.2%	3.2%	-2.2	-1.2%	1.1	0.9%	485.9%[activator]	5.3%	1.8%	-7.9%
CC(=O)N/C(=C\c1ccccc1)C(=O)OCC(=O)N(CC(C)C)c1c(N)n(Cc2ccccc2)c(=O)[nH]c1=O	.	-0.1%	-1.6%	28.9	.	-2.1	2.3%	-0.1%	.	.	4.9%
COc1ccc(NC(=O)C2CCCCN2N)cc1OC (configuration not stated)	-16.4%	-18.5%	0.2%	-0.6	-4.1%	-4.9	0.8%	1.3%	0.7%	1.4%	7.1%
COCCNC(=O)CCc1nnc2ccc(N3CCC(C)CC3)nn12	-0.9%	1.0%	2.2%	-0.5	8.0%	1.4	3.5%	0.9%	.	0.5%	0.6%
Cc1nc(-c2cccc(NC(=O)c3ccc(-n4cccn4)cc3)c2)cs1	.	?	-1.7%	-27.8	.	-9.3	14.3%	-8.2%	.	.	-18.7%

Source: PubChem BioAssay (National Center for Advancing Translational Sciences (NCATS))
